Bioassay records from PubChem.
HIF-2a block: HIF-2a inhibition; AID 624352; 786-0 RCC cells HIF-2a reporter, luciferase luminescence, overnight; inhibition, % at 18.8 µM; 360,000 compounds, 0.72% hits;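 active = inhibition of the luminescence signal of 40% or more relative to plate controls, in a single-dose primary screen at 18.75 µM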
MITF TRPM1 inh: MITF TRPM1 promoter inhibition in SK-MEL-5 cells. SK-MEL-5 TRPM1 promoter luciferase, 24 h. inhibition, % at 12.5 µM. 330,000 compounds, 0.83% hits. AID 488899;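 active = mean inhibition across replicates of 60% or more, whatever share of single replicates reaches that level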; also: values of inactives mirror those of a sister screen read the other way
TWEAK Fn14 block: blocks TWEAK-Fn14 interaction in a reporter cell assay; inhibition, % at 10 µM; 360,000 compounds, 2% hits; TWEAK-stimulated Fn14 reporter cells, luciferase luminescence, 8 h; in the data active = inhibition above about 50%
iPSC survival up: increases survival of single human iPS cells | survival enhancement, % at 20 µM | hiPSC single-cell survival, ATPlite luminescence; 100% = ROCK inhibitor wells, 0% = DMSO | 360,000 compounds, 0.044% hits | AID 602274; in the data active = survival enhancement above about 18%;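 also: cells exposed to compounds for 16 hours before the ATP read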
Peg3 promoter: reduces Peg3 promoter-driven luciferase expression in HeLa. 360,000 compounds, 1.7% hits. inhibition, % at 20 µM. HeLa PEG-Prom luciferase reporter, luminescence, overnight;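 active = inhibition of at least 50% at 20 µM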
CF NFkB block: inhibitors of cystic fibrosis induced NF-kB; KKLEB NF-kB-GFP reporter, PAF-induced, GFP fluorescence overnight; 360,000 compounds, 0.86% hits; inhibition, % at 5 µM;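 active = at least 50% inhibition at 5 µM, scaled per plate between neutral and stimulator controls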;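 also: PAF is a Pseudomonas aeruginosa culture filtrate used as stimulus; plate controls were PAF-stimulated DMSO wells for no effect and unstimulated DMSO wells for full effect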
NR2E3 ag-1: human photoreceptor-specific nuclear receptor agonism. Q9Y5X4. CHO-S Gal4-NCOR/VP16-NR2E3 two-hybrid, luciferase. inhibition of corepressor binding, % at 3.98 µM. 360,000 compounds, 0.35% hits. AID 602229;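 active = inhibition above the mean of all tested compounds plus 3 SD, cut at about 70% in these data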;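 also: 0% = DMSO with NR2E3 transfected cells and 100% = cells lacking NR2E3 construct; higher means lower luciferase signal from less NR2E3 corepressor binding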
Target sequence (Q9Y5X4 whole entry, looked up, the tested form may be a part): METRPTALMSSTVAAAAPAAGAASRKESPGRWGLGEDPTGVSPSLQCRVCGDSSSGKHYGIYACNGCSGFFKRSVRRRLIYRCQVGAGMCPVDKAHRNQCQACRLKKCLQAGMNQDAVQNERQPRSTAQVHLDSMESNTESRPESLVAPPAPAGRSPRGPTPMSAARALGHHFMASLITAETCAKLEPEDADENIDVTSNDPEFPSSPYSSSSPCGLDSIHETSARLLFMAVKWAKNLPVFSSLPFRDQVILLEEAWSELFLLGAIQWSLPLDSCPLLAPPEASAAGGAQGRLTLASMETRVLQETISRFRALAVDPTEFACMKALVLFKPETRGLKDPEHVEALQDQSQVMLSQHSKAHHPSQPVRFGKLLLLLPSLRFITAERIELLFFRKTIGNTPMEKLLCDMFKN
NR2E3 ag-2: agonists of human nuclear receptor NR2E3. GST-NR2E3/biotin-RetCOR TR-FRET, 1536-well. inhibition of corepressor binding, % at 4.78 µM. 320,000 compounds, 0.12% hits. AID 2300;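 active = percent inhibition above the cutoff of mean plus 3 SD of all tested compounds, set per screening campaign, cut at about 20% in these data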;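 also: 0% = DMSO wells and 100% = biotin wells as full block of FRET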
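Material: NR2E3–RetCOR corepressor complex / Amount: 1.35 nM GST-NR2E3 / Medium: Tris pH 7.5 / Compound: single nominal compound dose of 4.8 µM / Incubation: 5 h at 4 °C / Technique: TR-FRET, Eu(K)-anti-GST donor, streptavidin-D2 acceptor, ex 340, em 617/671 nm / Read-out basis: percent loss of FRET ratio relative to control wells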
aDG glyco act: increases alpha dystroglycan glycosylation; 360,000 compounds, 0.22% hits; AID 624168; Pro5-aDG cells, alpha-DG glycosylation AlphaScreen (IIH6); 0% Pro5, 100% B10-LARGE cell signal; activation, % at 10 µM;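 active = activation of at least 8% versus controls, or a plate z-score of at least 8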;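 also: Pro5 are CHO cells carrying HIG-tagged alpha-DG that lacks glycosylation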
KKLEB tox: CF airway cell cytotoxicity counter-screen; KKLEB CF airway cells viability, ATPlite luminescence, overnight; stronger effect = lower value; cells stimulated with P. aeruginosa culture filtrate; activity change (cytotoxicity), % at 5 µM; 360,000 compounds, 0.36% hits;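 active = corrected activity change at or below -50% at 5 µM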
Shn3 inh set2: inhibitors of Schnurri-3 3'UTR reporter in osteoblasts; AID 588674; 360,000 compounds, 0.52% hits; inhibition, % at 12.5 µM; Clone20 osteoblast Shn3 3'UTR firefly luciferase, 24 h;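 active = mean inhibition of at least 75% with every replicate also reaching 75%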;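 also: 0% = median of neutral control wells and 100% = pilot-screen positive control compound; some compounds past the cut are filed as inactive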
* = called active by the depositor; / = no result given. This is a subset. The share of hits here may be higher or lower than overall.

SMILES	HIF-2a block	MITF TRPM1 inh	TWEAK Fn14 block	iPSC survival up	Peg3 promoter	CF NFkB block	NR2E3 ag-1	NR2E3 ag-2	aDG glyco act	KKLEB tox	Shn3 inh set2
O=C(c1cc(-c2ccccc2)nc2ccccc12)N1CCC2(CC1)OCCO2	-2	-6	0	-2.2	8	0	-19	3	-0.1	5	-5
CCOP(=O)(CN(CC)CCNP(=O)(OCC)OCC)OCC	1	-7	0	-1.9	0	-6	-9	0	-0.2	11	10
NC(=O)c1cc(N2CC2)c([N+](=O)[O-])cc1[N+](=O)[O-]	4	-14	10	2.5	4	-7	-2	7	0.0	1	-10
O=P(Oc1ccccc1)(Oc1ccccc1)C(O)c1ccc(Cl)cc1 (configuration not stated)	-4	9	-15	-0.3	3	16	4	-3	-0.1	7	-5
CCCCOC(=O)COc1cc(C)cc2oc(=O)c3c(c12)CCC3	10	5	-12	-0.8	8	-13	-11	2	0.0	-3	0
O=C(O)C1C2CCC(O2)C1C(=O)NC1CCCCC1 (configuration not stated)	-1	6	-14	-3.4	16	18	0	0	0.0	-4	-10
CS(=O)(=O)c1ccc(C2=C(CNC(=O)c3ccc([N+](=O)[O-])cc3)[C@H]3CC[C@@H](C2)N3Cc2ccccc2)cc1	7	/	-7	-2.0	-3	1	-38	/	-0.3	3	2
Cc1ccc(C(=O)N2CC2C)cc1 (configuration not stated)	0	14	-10	-2.5	-7	-7	21	/	-0.1	0	-2
COc1ccc(CN2CCCC(C(=O)c3ccc(Cl)cc3)C2)c(OC)c1 (configuration not stated)	16	-10	-16	-0.3	7	-2	-7	4	0.0	-7	12
O=c1c2ccccc2nc(N2CCCC2)n1-c1ccccc1	-7	/	0	-0.3	3	-18	-14	4	0.1	-17	-1
COc1ccc(CC2C(=O)N(C)C(=O)N(C)C2=O)c(OC)c1	4	-1	3	3.8	4	-2	-34	0	-0.1	1	16
CC(C)OC(=O)c1c(N)n(CC2CCCO2)c2nc3ccccc3nc12 (configuration not stated)	12	-5	10	-1.3	11	-2	-14	3	-0.3	-8	-17
COc1cc(C(=O)OC2C[C@H]3CC[C@@H](C2)N3)ccc1O (some centres not stated)	9	-7	7	0.1	13	2	9	-2	0.2	-2	-9
O=c1c2ccccc2nc(-c2ccoc2)n1-c1ccccc1	5	5	9	0.2	3	-14	-23	4	0.0	4	-2
CCC(C#N)(CC)P(=S)(c1ccccc1)c1ccccc1	36	8	25	-2.2	39	16	-14	0	-0.4	-1	19
CC(C)OCCCNC(=O)c1c(N)n(Cc2cccs2)c2nc3ccccc3nc12	18	17	30	-3.2	35	9	-20	11	0.8	-2	0
O=C(c1cc2ccccc2oc1=O)N1CCC2(CC1)OCCO2	1	3	-10	-0.2	9	5	-9	3	0.0	0	-5
C=CCn1c(O)c(C=NCCN2CCNCC2)c(=O)[nH]c1=O	-2	-5	-3	0.1	14	-6	-17	2	-0.2	-12	12
CNC(=O)c1cccn(Cc2ccc(C(F)(F)F)cc2)c1=O	-27	7	38	1.6	0	-69	20	2	-0.3	-20	-1
COC(=O)C(O)(c1ccc(N(C)C(=O)COc2ccccc2)cc1)C(F)(F)F (configuration not stated)	15	-9	13	-1.6	1	18	-16	2	-0.4	-8	-11

Looked up above.
Result of `CNC(=O)c1cccn(Cc2ccc(C(F)(F)F)cc2)c1=O` under CF NFkB block: -69
Result of `O=c1c2ccccc2nc(-c2ccoc2)n1-c1ccccc1` under CF NFkB block: -14
Result of `O=c1c2ccccc2nc(N2CCCC2)n1-c1ccccc1` under iPSC survival up: -0.3
Result of `CCCCOC(=O)COc1cc(C)cc2oc(=O)c3c(c12)CCC3` under TWEAK Fn14 block: -12

Quoted at random: 2 compounds from above.
SMILES	HIF-2a block	MITF TRPM1 inh	TWEAK Fn14 block	iPSC survival up	Peg3 promoter	CF NFkB block	NR2E3 ag-1	NR2E3 ag-2	aDG glyco act	KKLEB tox	Shn3 inh set2
O=c1c2ccccc2nc(N2CCCC2)n1-c1ccccc1	-7	/	0	-0.3	3	-18	-14	4	0.1	-17	-1
CCOP(=O)(CN(CC)CCNP(=O)(OCC)OCC)OCC	1	-7	0	-1.9	0	-6	-9	0	-0.2	11	10

The results go on:
SMILES	HIF-2a block	MITF TRPM1 inh	TWEAK Fn14 block	iPSC survival up	Peg3 promoter	CF NFkB block	NR2E3 ag-1	NR2E3 ag-2	aDG glyco act	KKLEB tox	Shn3 inh set2
COC(=O)C1=C(c2ccc(-c3ccccc3)c(F)c2)C[C@@H]2CC[C@H]1N2C(=O)N1CCc2cc(OC)c(OC)cc2C1	23	14	8	3.1	30	-6	2	2	-0.3	3	16
Cc1cccc(CN2CCCC(C(=O)c3ccc4c(c3)OCO4)C2)n1 (configuration not stated)	1	5	7	-0.9	0	-8	5	0	0.6	9	22
CCC1(CC(C)C)C(=O)NC(=S)NC1=O	-3	0	21	-0.7	11	2	20	/	0.4	-15	-21
O=C1NC(=O)N(Cc2ccco2)C(=O)/C1=C\c1cccn1CCOc1ccccc1	13	0	-2	-0.6	-8	-5	-21	3	0.3	13	11
CC(=O)N1Cc2cnnn2-c2ccccc2C1(C#N)Cc1ccccc1 (configuration not stated)	4	1	1	-2.8	-6	-18	6	/	0.1	8	-12
CCN(CC)S(=O)(=O)c1ccc(C)c(NCC(=O)Nc2ccc(C#N)c(Cl)c2)c1	18	7	20	-1.0	23	-8	10	3	1.2	10	70
Cn1c(=O)cc(OCC(=O)N2CCN(Cc3ccc4c(c3)OCO4)CC2)c2ccccc21	13	-1	0	0.7	7	-8	2	-2	-0.2	-5	2
O=[N+]([O-])[N-][n+]1cnn(Cc2ccc(Cl)cc2)c1	16	-7	1	1.8	3	9	-15	1	0.2	-1	3
C(#CCN1CCOCC1)COC/C=C/c1ccccc1	-31	-14	-15	0.0	-21	1	-28	1	0.6	-4	1
CC(=O)OC1CC(OC2C(O)CC(OC3C(O)CC(OC4CCC5(C)C(CCC6C5CCC5(C)C(C7=CC(=O)OC7)C(O)CC65O)C4)OC3C)OC2C)OC(C)C1OC1OC(CO)C(O)C(O)C1O (configuration not stated)	69*	86*	83*	-3.4	108*	91*	13	/	-0.1	-53*	8
COc1cc(CN2CCCC(C(=O)c3sccc3C)C2)cc(OC)c1O (configuration not stated)	11	11	2	2.5	6	-2	9	3	0.0	14	6
CC1(C)CC(n2[nH]c(=O)c3c2NC(=O)CSC3c2ccc(F)cc2)CCO1 (configuration not stated)	6	4	14	1.2	0	-2	-18	1	0.0	9	-16
CCOP(=O)(OCC)C(NC(C)=O)C(Cl)(Cl)Cl (configuration not stated)	19	10	19	6.1	-4	-23	-2	2	0.1	6	1
Cc1c2cnn(CC(=O)N3CCC4(CC3)OCCO4)c(=O)c2c(C)n1Cc1ccccc1F	-3	-1	3	0.6	-5	6	-19	1	0.0	-1	-5
CC(=O)OC(C)(C)/C=C/C(=O)C(C)(O)C1C(O)CC2(C)C3CC=C4C(CC(O)C(=O)C4(C)C)C3(C)C(=O)CC12C (configuration not stated)	78*	88*	63*	-3.9	97*	89*	63	/	1.2	-83*	85
CCc1nc2ccccc2c(=O)n1-c1ccccc1[N+](=O)[O-]	7	7	-7	-1.6	-1	4	-14	-5	-0.2	-11	10
O=c1[nH]c(=O)n(C2CCCCC2)c(O)c1/C=N/N1CCCCC1c1cccnc1 (configuration not stated)	18	-3	5	1.3	4	12	4	1	-0.1	-12	3
O=C1c2cccc3cccc(c23)C(=O)N1/N=C/c1c(O)n(-c2ccccc2)c(=O)[nH]c1=O	8	18	0	-0.1	-12	-25	-28	-2	-0.1	15	-13
CCOC(=O)C(O)(c1ccc(NC(=O)c2ccc(Cl)c(Cl)c2)cc1)C(F)(F)F (configuration not stated)	10	2	14	0.0	1	-4	-20	2	0.4	-13	2
C[C@]12CCC(=O)C=C1CC[C@@H]1C2CC[C@]2(C)C(=O)CCC12 (some centres not stated)	4	-7	8	0.7	12	-1	2	1	0.0	6	16
CCC12CN3CCN(CC(C3)/C1=N/NC(=O)c1ccncc1)C2	13	12	-10	4.6	-1	5	-3	-1	0.3	-2	-16
CN1C(=O)N(C)C(=O)C2(Cc3ccccc3N3CCOCC32)C1=O (configuration not stated)	16	9	1	-1.5	-2	-14	-12	0	0.1	-27	-9
c1cncc(C2Nc3cccc4cccc(c34)N2)c1	14	19	10	-0.7	-3	-27	0	-3	0.2	7	-14
CCOC(=O)C1(CCc2ccccc2)CCN(CC(O)CO)CC1 (configuration not stated)	12	-1	-14	0.7	-11	10	7	3	-0.1	-6	2
C[C@]12CCC3[C@@H](CC[C@H]4C[C@@H](O)CC[C@]34C)C1CCC2=O (some centres not stated)	29	7	-4	-0.4	3	-4	26	1	0.0	-7	4
O=C1NC(=O)N(c2ccccc2)C(=O)/C1=C\c1ccccc1[N+](=O)[O-]	10	8	9	-0.7	15	3	10	-1	-0.1	2	-23
CCC(=O)c1ccc(OCC(=O)N2CCN(CC(=O)Nc3ccc(C)cc3)CC2)cc1	-5	-1	9	-0.4	-14	0	-7	/	0.0	2	20
CC1C(=O)OC2CCN3CC4OC4(COC(=O)C(C)(O)C1(C)O)C23 (configuration not stated)	4	7	29	2.3	-4	-4	-79	/	0.0	6	11
O=C(O)c1cccc2c1NC(C(=O)O)C1CC(Sc3ccccc3[N+](=O)[O-])C(Cl)C21 (configuration not stated)	33	-10	16	0.9	-3	-7	-31	7	0.2	19	4
CCOc1ccc(N=Cc2c(O)n(-c3cc(C)cc(C)c3)c(=O)[nH]c2=O)cc1	21	7	12	-0.3	11	13	-12	0	0.1	-9	3
COc1cc(CN2CCN(C(=O)Cc3ccccc3)CC2)cc(OC)c1OC	12	-11	5	0.5	13	1	-29	-4	0.1	16	-9
C[C@]12CCC3C(CC[C@H]4C[C@@H](O)CC[C@]34C)C1CC[C@@H]2N (some centres not stated)	12	5	-10	-2.5	-4	3	20	/	0.0	-2	20
O=c1[nH]c2ccccc2c(=O)n1-c1ccc(Cl)cc1Cl	-19	6	1	0.1	-6	-16	-7	2	-0.1	-23	7
CCOC(=O)[C@@]1(C#N)[C@@H]2C=CC(C(N)=O)=CN2[C@@H](C(N)=O)[C@@H]1c1cccc(Cl)c1	8	10	4	-1.8	1	1	0	-3	0.5	-6	6
CCCCC(=O)N/N=C/c1c(O)n(CCC2=CCCCC2)c(=O)[nH]c1=O	18	/	1	1.9	6	11	-1	0	0.1	4	20
Clc1cccc(Cl)c1CN1CCN(c2ccccc2)CC1	-29	-7	-17	0.0	-15	10	-33	-1	-0.2	-3	10
Fc1ccc(NC2=NCCS2)cc1Cl	1	-6	5	-1.3	-5	-12	-12	-2	0.6	-4	10
CCC(=O)Nc1ccccc1	-5	-3	6	0.8	11	-30	-20	1	0.0	5	-5
CN1CCN(c2ccc([N+](=O)[O-])cc2Cl)CC1	-1	-13	1	-0.8	-11	7	17	2	0.0	-6	21
